Screening results (PubChem)
SDO1 yeast rescue: restores growth of sdo1-depleted yeast; S. cerevisiae sdo1-depleted JHY4D growth rescue, OD600 30 h; hits give high values; pdr5 snq2 efflux-pump mutant strain; z-score at 10 µM; 0.21% of 140,000 active; AID 817;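 active = z-score above 3 at both the 24 hr and the 30 hr optical density reads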;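 note: z-score against mean and SD of all compound wells on the same plate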
INS promoter inh: TRM-6 insulin promoter activity inhibition. TRM-6 cells (human fetal islet line), insulin promoter-eGFP reporter, imaging; reporter expression induced with tamoxifen. inhibition, % at 2 µM. 0.9% of 130,000 active;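 active = inhibition above the mean plus 3 SD, with well images judged a real hit on visual review, cut at about 60% in these data, passing the limit was not always enough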
SDO1 yeast rescue Rescue 24 h: recorded beside SDO1 yeast rescue, whose call it bears; z-score; S. cerevisiae sdo1-depleted JHY4D growth rescue, OD600; measured here: growth rescue at 24 h;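 0 is the plate mean of compound wells and units are plate SD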
Active calls of the source: *; . = no result given.

Preview, 2 compounds:
SDO1 yeast rescue	SDO1 yeast rescue Rescue 24 h	INS promoter inh	smiles
-0.23	0.26	-115.4	CNS(=O)(=O)c1cc(OC)ccc1OC
1.57	1.25	-27.3	O=C(N/N=C\c1ccc(F)cc1)c1ccc(Cn2cc(Br)c([N+](=O)[O-])n2)o1

Main list, from the start:
SDO1 yeast rescue	SDO1 yeast rescue Rescue 24 h	INS promoter inh	smiles
-0.23	0.26	-115.4	CNS(=O)(=O)c1cc(OC)ccc1OC
1.57	1.25	-27.3	O=C(N/N=C\c1ccc(F)cc1)c1ccc(Cn2cc(Br)c([N+](=O)[O-])n2)o1
0.66	0.11	-25.0	COc1ccc(OC)c(C2C(C(N)=O)=C(C)Nc3nc(-c4cccc(Cl)c4)nn32)c1 (configuration not stated)
-0.62	-0.82	.	COC(=O)CSc1nc2cc3c(cc2cc1C)OCCO3
.	.	38.5	O=C(COc1ccccc1F)NCc1ccc(-n2cccc2)cc1
-0.99	-0.86	.	Cc1cc2cc(C(c3nnnn3Cc3ccco3)N3CCc4ccccc43)c(=O)[nH]c2cc1C (configuration not stated)
-0.07	1.85	-4.8	COc1ccc(-n2c(C)cc(C(=O)Cn3nc(C(=O)O)c4ccccc4c3=O)c2C)cc1
0.13	-0.26	-148.3	CCOc1ccc(NC(=O)CN2C(=O)C3CC=CCC3C2=O)cc1 (configuration not stated)
0.89	0.74	26.7	CCOC(=O)C1=CSC2=NS(=O)(=O)CCN12
1.24	1.92	16.1	CC1=C(C(=O)OCC(C)C)[C@]23C(=O)c4ccccc4[C@@]2(O1)OC(N)=C3C#N
-0.99	-1.37	38.9	CC(=O)Nc1ccc(OCC(O)CN2CCN(S(=O)(=O)c3ccc(NC(C)=O)cc3)CC2)cc1 (configuration not stated)
0.86	0.73	-20.0	CCOC(=O)N1CCN(S(=O)(=O)c2cc(OCC(N)=O)c(C)cc2Cl)CC1
-2.72	-1.55	-3.5	N#Cc1nc(-c2cccs2)oc1NCCc1ccccc1
1.49	1.05	.	CCC(C)NC(=O)Cn1cc2c(n1)CCC(C)C2 (configuration not stated)
0.36	0.01	1.3	O=c1cc(CN2CCN(c3ccc(F)cc3)CC2)nc2sccn12
-1.4	-0.99	.	Cc1nnsc1C(=O)N/N=C/c1ccc2ccccc2c1O
0.07	0.86	-12.0	Cc1ccc(-n2nnnc2-c2nc3ccccc3s2)cc1
0	-0.59	-347.4	O=C(O)C1CCCN1C(=O)Nc1ccc(F)cc1 (configuration not stated)
0.54	0.02	.	CN(CC(O)COCc1cccs1)C1CCCCC1 (configuration not stated)
0.83	0.64	-7.7	Cc1nnc(SCC2CCCO2)n1-c1ccccc1 (configuration not stated)
-0.67	-0.04	.	CN(C)c1ccc(-c2nn3c(-c4ccccc4Cl)nnc3s2)cc1
.	.	7.0	CCOC(=O)Cn1c(CN(C)Cc2ccccc2)nc2c1c(=O)n(C)c(=O)n2C
.	.	-84.6	CCN(CC)C(=O)c1cn(CCC#N)nc1-c1ccc(F)cc1
0.45	1.04	34.6	COC(=O)[C@H](CC(C)C)NC(=O)NC1CCCc2ccccc21 (some centres not stated)
.	.	7.7	O=C(Nc1ccccc1)c1ccc(=O)n(Cc2ccc(F)c(F)c2)c1
-0.47	-0.52	27.0	CN(C)S(=O)(=O)c1cccc(N=c2scc(-c3ccc4c(c3)NC(=O)CO4)n2CC2CCCO2)c1 (configuration not stated)
0.49	0.21	.	Cn1c(CCN2CCOCC2)nc2cc(NC(=O)COc3ccccc3)ccc21
.	.	-50.0	O=C(Cc1ccccc1)Nn1c(-c2ccccc2F)nc2ccccc2c1=O
0.08	-0.85	10.0	Nc1cnc(-c2ccccc2)nc1Cl
-0.66	-1.32	2.0	Cc1ccc(C)c(NC(=S)N(C)CCc2ccccn2)c1
0.57	-0.1	.	O=C1Nc2ccc(S(=O)(=O)N3CCCC3C(=O)O)c3cccc1c23 (configuration not stated)
0.33	-0.18	.	CN1CCCN(Cc2ccc(Cl)cc2Cl)CC1
0.73	0.26	-12.5	C=CCC(=O)OCC(=O)Nc1ccc(Cl)cn1
0.94	1.36	.	CCC(Sc1nc(=O)cc(N)n1CCc1ccccc1)C(=O)Nc1cc(C)on1 (configuration not stated)
.	.	9.1	Cc1nn(-c2ccccc2)c(=O)c2ccccc12
-0.48	-0.9	53.9	CCOC(=O)c1cnc(SC2CC(=O)N(c3ccc(OC)c(OC)c3)C2=O)nc1N (configuration not stated)
-1.23	-0.87	-12.5	O=C(Nc1nc2ccccc2[nH]1)c1ccc(Cl)c(S(=O)(=O)N2CCCC2)c1
-1.49	-1.18	6.7	O=C(Nc1sc2c(c1CN1CCOCC1)CCC2)c1ccc(F)cc1
0.19	0.12	-7.7	CCCNCc1cc(OC)c(OCC(=O)NCCc2ccccc2)cc1Br
-0.95	-0.07	-6.5	O=C(CNC(=O)c1ccc(Br)o1)Nc1cccc(-c2cnc3ccccc3n2)c1
-0.19	-1.06	-9.1	O=C(Cc1ccc(-n2cnnn2)cc1)NC12CC3CC(CC(C3)C1)C2
-1.58	-1.54	10.3	COc1ccc(C(=O)NC(=S)N(Cc2ccccc2)Cc2ccccc2)cc1
-1.11	-0.53	.	O=C(CN1CCOCC1)N(c1ccccc1)c1ccc2ccccc2c1
.	.	47.4	COCCNC(=O)c1cc(OC)c(OC)cc1[N+](=O)[O-]
0.29	-0.05	-61.3	C=CCNC(=S)Nc1cc(Cl)ccc1OC
0.08	-0.5	-62.8	CC1=CC2=NC(=O)CC(C)(C(=O)N(CC(=O)NC(C)(C)C)C3CCCC3)N2C=C1 (configuration not stated)
.	.	23.8	CC(C)(C)c1nnc2sc(SCC(=O)c3ccc4c(c3)OCCO4)nn2c1=O
0.08	0.16	-338.1	COC(=O)C1=C(C)N=C2SCCC(=O)N2C1c1ccc(OC(=O)c2ccco2)cc1 (configuration not stated)
-1.77	-1	53.3	COc1ccc(-c2ccccc2)cc1NCc1ccc(OC)c(OC)c1
0.42	0.69	8.1	O=C(CC(Nc1ccc(F)cc1)C(=O)O)c1ccccc1 (configuration not stated)
-0.15	-1	-3.3	O=C(CSc1nc2ccccc2o1)N/N=C/c1ccccc1
0.99	0.36	.	C/C(CC(=O)NCc1ccccc1)=N\NC(=O)c1cnccn1
-0.42	0.09	-5.3	CCS(=O)(=O)n1nc(NCc2cccc(OC)c2)nc1NCc1cccc(OC)c1
0.32	0.65	-25.0	COc1ccc(N2C(=O)CC(N3CCN(c4nc5ccccc5s4)CC3)C2=O)cc1 (configuration not stated)
-1.79	-0.73	5.7	CCCCn1c(-c2cccs2)nc2nc3ccccc3nc21
-1.13	-0.39	.	CC1CN(c2nc3c(c(=O)n(Cc4ccc(Cl)c(Cl)c4)c(=O)n3C)n2C)CC(C)O1 (configuration not stated)

(listing goes on)
SDO1 yeast rescue	SDO1 yeast rescue Rescue 24 h	INS promoter inh	smiles
2.14	2.87	.	CC(C)(C)C1CCC(=NNC(=O)c2ccccc2-n2cccc2)CC1 (configuration not stated)
1.65	1.23	0.0	COc1ccc([N+](=O)[O-])cc1/C=N/NC(=O)CNC(=O)C(c1ccccc1)c1ccccc1
-0.57	-0.05	8.1	O=C(N/N=C/c1ccco1)c1ccccc1OCc1ccccc1Cl
-0.54	0.48	-63.6	CCn1c(SCC(=O)Nc2oc(-c3ccccc3)c(-c3ccccc3)c2C#N)nnc1-c1ccco1
0.48	0.76	.	CC(C)c1ccc(NC(=O)Nc2cc3sccc3n2C)cc1
0.26	-1	3.3	O=C(NCc1ccccc1)c1ccc(S(=O)(=O)C(F)F)cc1
0.67	-0.26	-29.6	CN1CCN(c2ccc([N+](=O)[O-])cc2C(=O)c2ccc(Cl)cc2)CC1
0.12	-0.23	8.3	COc1cc(NS(=O)(=O)c2ccc3c(c2)n(C)c(=O)n3C)cc(OC)c1
0.33	1.24	-23.1	CN(C)S(=O)(=O)c1cc(NC(=O)CSc2nn(-c3ccc(Cl)cc3)c(=S)s2)ccc1Cl
1.33	1.36	.	NC(=O)CSc1nnc(-c2ccncc2)n1-c1ccc(Cl)cc1
.	.	71.4*	COc1ccc(N(C)S(=O)(=O)c2cccc(C(=O)Nc3nc4ccccc4[nH]3)c2)cc1
0.22	-0.18	.	COc1cc(OC)c(NC(=O)CCNC(=O)Cn2cnc3ccccc3c2=O)cc1Cl
0.09	0.37	-96.4	O=C(NCc1ccco1)c1cnn2c(C(F)(F)F)cc(-c3ccco3)nc12
.	.	-94.1	Cc1ccc(S(=O)(=O)N(CC(=O)Nc2ccccc2C(=O)O)c2ccc(Cl)cc2)cc1
-0.07	-0.49	-27.6	Cc1ccc(OC(=O)c2ccccc2P(=O)(O)O)cc1
0.26	-0.3	.	CC1CCCCC12NC(=O)N(CC(=O)Nc1ccc(N3CCOCC3)cc1)C2=O (configuration not stated)
-1.54	-0.74	.	CC(C)(C)c1ccc(Cn2cnc(-c3ccc([N+](=O)[O-])cc3)c2)cc1
0	0.03	.	COc1ccc(N2CCN(Cc3nc(N)nc(N4CCCc5ccccc54)n3)CC2)cc1
0.56	-0.01	.	O=C(NC1CCCCC1)c1ccc(CNc2c(N3CCOCC3)c(=O)c2=O)cc1
-0.41	-0.25	.	O=C(Nc1cc(Cl)ccc1Oc1ccccc1)c1ccc(F)cc1
1.83	1.85	.	COc1ccc(N2CCN(C(=O)CSc3nnc4ncccn34)CC2)cc1
0.81	1.09	-31.8	COCCc1ccc(OCC(O)CNC(C)C)cc1 (configuration not stated)
.	.	-60.0	CCC(C)N(C)C(=O)c1cc2ccccc2c(-c2ccccc2Cl)n1 (configuration not stated)
-1.31	-0.67	-13.2	Cc1ccc(Cn2ccc(NC(=O)c3cc(-c4ccccc4)on3)n2)cc1
-1.08	-0.85	20.0	Cc1ccc(S(=O)(=O)N(C)c2ccc(OCC(=O)NCc3ccco3)cc2)cc1
-0.06	-0.25	-25.0	Cc1ccc(S(=O)(=O)N2CCC(=O)N(C(COCc3cccc(Cl)c3)Cc3ccccc3)CC2)cc1 (configuration not stated)
-1.08	-1.32	.	COc1cccc(C2c3c(oc4ccccc4c3=O)C(=O)N2c2ccccn2)c1 (configuration not stated)
-0.38	-0.73	14.3	COc1ccc(-c2nn(CC(=O)NCCc3ccccc3)c(=S)n2C)cc1
1.33	1.38	25.7	O=C(Nc1ccc2c(c1)OCCO2)C1CCN(C(=O)c2ccccc2)CC1
0.43	0.94	.	NC(=O)CSc1nnc(Cn2c(=O)sc3ccccc32)n1-c1cccc(Cl)c1
1.28	0.77	14.3	CC(C)Oc1snc(Cl)c1C(N)=O
9.46*	6.74*	.	O=c1c2cnn(-c3ccccc3)c2ncn1Cc1ccccc1F

Four entries from above, as labelled records.
COc1cccc(C2c3c(oc4ccccc4c3=O)C(=O)N2c2ccccn2)c1 (configuration not stated)
  SDO1 yeast rescue: -1.08; SDO1 yeast rescue Rescue 24 h: -1.32; INS promoter inh: .
COc1ccc(-c2nn(CC(=O)NCCc3ccccc3)c(=S)n2C)cc1
  SDO1 yeast rescue: -0.38; SDO1 yeast rescue Rescue 24 h: -0.73; INS promoter inh: 14.3
O=C(Nc1ccc2c(c1)OCCO2)C1CCN(C(=O)c2ccccc2)CC1
  SDO1 yeast rescue: 1.33; SDO1 yeast rescue Rescue 24 h: 1.38; INS promoter inh: 25.7
NC(=O)CSc1nnc(Cn2c(=O)sc3ccccc32)n1-c1cccc(Cl)c1
  SDO1 yeast rescue: 0.43; SDO1 yeast rescue Rescue 24 h: 0.94; INS promoter inh: .

The list goes on.
SDO1 yeast rescue	SDO1 yeast rescue Rescue 24 h	INS promoter inh	smiles
0.31	0.13	-17.6	Cc1cc(N(CCO)CCO)ccc1C(c1ccc(N(CCO)CCO)cc1C)c1ccccc1Cl
0.95	1.55	-12.9	O=C(Nc1cccc(C(=O)O)c1)/C(=C\c1ccccc1)NC(=O)c1ccccc1Cl
-0.32	-0.57	.	CCOC(=O)CSc1nc2c(c(=O)n(C)c(=O)n2C)n1Cc1ccccc1F
0.76	0.52	39.3	O=C(COc1ccc(Br)cc1)Nc1ccc([N+](=O)[O-])cn1
1.34	1.19	-7.7	COC(=O)c1sc(N)c(C(=O)OC)c1COC(=O)CNS(=O)(=O)c1cccc(C#N)c1
.	.	27.8	Cn1c(NC2CCCCC2)c(N=O)c(=O)n(C)c1=O
0.23	-0.24	-3.2	FCCCOc1ccc(/C=N/OCc2c(Cl)cccc2Cl)cc1
-0.68	0.43	6.7	COC(=O)c1c(NC(=O)c2ccco2)sc2c1CCC2
-0.23	0.67	21.9	O=C(COc1ccccc1)NC(=S)Nc1ccc2c(c1)Cc1ccccc1-2
.	.	20.0	Cc1ccc(NC(=O)CN2C(=O)N/C(=C/c3cc(C)n(-c4cccc(C(=O)O)c4)c3C)C2=O)cc1
-1.36	-1.37	-233.3	Cc1ccccc1CSCC(=O)N1CCN(c2ccccc2)CC1
-0.81	-0.01	-60.0	Cc1cc(Cl)ccc1OCC(=O)N1CCCN(C(=O)COc2ccc(Cl)cc2C)CC1
0.21	-0.56	-16.3	CC(Nc1nc2ncn(Cc3ccccc3)c2c(=O)[nH]1)C(=O)O (configuration not stated)
-0.51	-0.06	-77.8	COc1ccc(C2Nc3ccccc3C(=O)N2Cc2ccco2)cc1CN1C(=O)c2ccccc2C1=O (configuration not stated)
-1.9	-0.99	.	Cc1ccc2c(c1)c1c(n2CC(O)Cn2c(C)nc3ccccc32)CCCC1 (configuration not stated)
0.01	-0.11	0.0	Cc1cc(C)n2nc(NCc3ccccc3)nc2n1
.	.	-5.0	Cc1cccc(-n2cc3c(=O)n(C)c(=O)n(C)c3c2)c1
0.21	-0.17	-181.2	Clc1cccc(Cl)c1-c1nnc2ccc(N3CCOCC3)nn12
